pPAFAH inh: inhibitors of human plasma PAF acetylhydrolase (pPAFAH); inhibition, % at 3.39 µM; 330,000 tested, 1.5% active; AID 463082; recombinant pPAFAH, FP-rhodamine probe fluorescence polarization; Q13093;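 active = inhibition above the mean inhibition across the screen plus 3 SD, cut at about 25% in these data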;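 also: inhibitors block binding of the rhodamine activity-based probe so polarization drops; 0% = enzyme with DMSO and 100% = wells lacking pPAFAH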
LYPLA2 inh: counter-screen for PME1 inhibitors: inhibitors of human LYPLA2 | O95372 | recombinant LYPLA2, FP-Rh probe fluorescence polarization | inhibition, % at 5.9 µM | 320,000 tested, 0.38% active | AID 2177;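 active = inhibition above the screen-wide mean plus 3 SD, limit set per campaign, cut at about 26% in these data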;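 also: 0% = LYPLA2 with DMSO and 100% = wells lacking LYPLA2 enzyme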
Target sequence (O95372 whole entry, looked up): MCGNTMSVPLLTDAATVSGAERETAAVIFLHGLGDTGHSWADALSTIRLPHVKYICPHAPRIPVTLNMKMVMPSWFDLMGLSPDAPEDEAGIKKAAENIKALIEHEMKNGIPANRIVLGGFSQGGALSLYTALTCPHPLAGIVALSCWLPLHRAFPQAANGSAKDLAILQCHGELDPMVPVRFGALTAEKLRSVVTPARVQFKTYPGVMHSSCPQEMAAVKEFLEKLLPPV
PAFAH1B2 FP inh: PAFAH1B2 (human) inhibition | P68402 | inhibition, % at 3.39 µM | AID 492953 | recombinant PAFAH1B2, FP-rhodamine activity probe, fluorescence polarization | 340,000 tested, 1.2% active;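 active = inhibition above the mean of all tested compounds plus 3 SD, cut at about 24% in these data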;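 also: 0% = enzyme with DMSO and 100% = wells lacking PAFAH1B2; many of its hits are not listed in these tables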
Target sequence (P68402 whole entry, looked up): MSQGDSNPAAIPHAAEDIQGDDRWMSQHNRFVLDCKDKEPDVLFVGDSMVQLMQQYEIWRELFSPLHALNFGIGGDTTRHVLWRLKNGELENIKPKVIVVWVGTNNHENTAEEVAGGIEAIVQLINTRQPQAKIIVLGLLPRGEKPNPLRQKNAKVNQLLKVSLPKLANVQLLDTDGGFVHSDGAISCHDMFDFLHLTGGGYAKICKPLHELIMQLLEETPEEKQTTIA
GSTO1 counter: GSTO1 inhibition, counter-screen for RBBP9 inhibitors; recombinant GSTO1, activity-based probe fluorescence polarization; inhibition, % at 5.96 µM; 300,000 tested, 1.1% active; AID 1974;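 active = inhibition above the campaign mean inhibition plus 3 SD, cut at about 35% in these data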;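 also: 0% = GSTO1-1 with DMSO and 100% = wells lacking GSTO1-1 enzyme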
Target sequence (P78417 whole entry, looked up): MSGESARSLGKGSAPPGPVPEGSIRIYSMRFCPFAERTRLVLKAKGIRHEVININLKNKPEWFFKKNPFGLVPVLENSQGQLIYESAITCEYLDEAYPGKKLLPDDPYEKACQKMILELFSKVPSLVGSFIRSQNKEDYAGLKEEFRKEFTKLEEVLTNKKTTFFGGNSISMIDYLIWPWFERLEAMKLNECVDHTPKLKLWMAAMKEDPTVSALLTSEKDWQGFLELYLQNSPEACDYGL
PAFAH1B3 inh: PAFAH1B3 (human) inhibition; recombinant PAFAH1B3, FP-rhodamine probe, fluorescence polarization; inhibition, % at 3.39 µM; 340,000 tested, 0.28% active; AID 492972;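 active = inhibition above the screen-wide average of all tested compounds plus 3 SD, cut at about 25% in these data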;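 also: 0% = enzyme with DMSO only and 100% = wells lacking PAFAH1B3 protein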
LYPLA1 inh: blocks human lysophospholipase 1, a PME1 counter-screen. recombinant LYPLA1, FP-Rh probe fluorescence polarization. AID 2174. inhibition, % at 5.9 µM. 320,000 tested, 0.16% active;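 active = inhibition above the mean of all tested compounds plus 3 SD, set per campaign, cut at about 14% in these data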;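 also: inhibitors block serine hydrolase probe labeling of LYPLA1 so polarization falls; 0% = enzyme with DMSO and 100% = wells lacking LYPLA1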
Target sequence (O75608 whole entry, looked up): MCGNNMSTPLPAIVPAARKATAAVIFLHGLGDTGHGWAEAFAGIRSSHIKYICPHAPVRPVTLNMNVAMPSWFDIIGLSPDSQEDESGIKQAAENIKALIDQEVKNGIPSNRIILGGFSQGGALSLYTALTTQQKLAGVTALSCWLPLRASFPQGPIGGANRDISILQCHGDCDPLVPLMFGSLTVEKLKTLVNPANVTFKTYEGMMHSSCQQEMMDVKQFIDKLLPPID
PAD4 FP inh: blocks human protein arginine deiminase 4 | 330,000 tested, 0.41% active | recombinant PAD4, RCA probe fluorescence polarization | inhibition, % at 6.36 µM | Q9UM07 | AID 485272;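 active = percent inhibition above a cutoff equal to the mean of all tested compounds plus 3 SD, cut at about 15% in these data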;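 also: 0% = PAD4 with RCA probe and DMSO and 100% = probe without PAD4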
PME-1 inh: blocks human protein phosphatase methylesterase 1; recombinant PME-1, FP-Rh probe fluorescence polarization; Q9Y570; 320,000 tested, 0.53% active; inhibition, % at 5.9 µM; AID 2130;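 active = inhibition above the campaign mean of all compounds plus 3 SD, cut at about 26% in these data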;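 also: competitive labeling of PME-1 active site by serine hydrolase directed probe; 0% = PME-1 with DMSO and 100% = wells lacking PME-1 enzyme; inhibitors block probe labeling so polarization falls and inhibition rises; many of its hits are not listed in these tables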
PAFAH2 inh: inhibitors of human PAFAH2 | Q99487 | recombinant PAFAH2, FP-rhodamine activity probe, fluorescence polarization | inhibition, % at 3.39 µM | 340,000 tested, 0.99% active | AID 492956;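 active = inhibition above the mean over all tested compounds plus 3 SD, cut at about 30% in these data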;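 also: inhibitors block probe labeling of enzyme so polarization drops; 0% = enzyme with DMSO and 100% = wells lacking PAFAH2 protein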
Numbers without * were called inactive; x = not tested or not shown.

entry	molecule	pPAFAH inh	LYPLA2 inh	PAFAH1B2 FP inh	GSTO1 counter	PAFAH1B3 inh
1	CSc1nc2cc3c(cc2n1C(=O)c1ccc(C)cc1)OCCO3	3	-5	-4	1	-2
2	CC(=O)c1c(C)nc(C)nc1NC(=O)Cc1ccccc1	2	-3	-4	4	2
3	CC(C)(C)NC(=O)C(=O)NC(=O)c1c(F)cccc1Cl	8	-1	-2	1	8
4	CCn1c(SCC(=O)OC2CCCCC2)nc2ccccc2c1=O	9	1	5	-2	-5
5	COc1cc2c(cc1OC)C(c1ccco1)CC(=O)N2 (stereo not given)	-5	0	5	-3	6
6	CN(C)c1cc[n+](CC(=O)Nc2c(Cl)cc(Cl)cc2Cl)cc1	1	-2	0	2	13
7	COCCCNC(=O)CC1C[C@H](C(=O)N2CCCCC2)[C@@]2(CCc3ccccc3)c3[nH]c4ccccc4c3CCN2C1=O (stereo not given in full)	1	x	1	x	1
8	CC(=O)c1ccc(N2CCN(S(=O)(=O)c3cc(-c4cc(C)no4)ccc3C(C)C)CC2)cc1	12	11	2	-6	1
9	O=C(Cc1ccc(Cl)c(Cl)c1)Nc1cccc2ncccc12	9	4	-2	-14	0
10	O=C(Nc1ccc2c(c1)CCC2)c1cc2ccccc2o1	-10	-5	1	-11	0
11	O=C(N/N=C/C(Br)=C/c1ccccc1)C(O)c1ccccc1 (stereo not given)	-7	-11	-2	3	4
12	O=C(CNS(=O)(=O)c1ccc(Br)s1)NC1CCCc2ccccc21 (stereo not given)	-3	1	5	-3	7

entry	LYPLA1 inh	PAD4 FP inh	PME-1 inh	PAFAH2 inh
1	-1	1	3	4
2	3	-3	-4	17
3	2	-2	0	-4
4	3	-2	0	-2
5	0	3	1	6
6	6	-2	5	-1
7	x	0	x	15
8	-4	-2	0	5
9	-3	-6	0	5
10	-9	-1	-22	-1
11	-5	5	-6	2
12	0	-1	11	-3

Remaining list, next part
entry	molecule	pPAFAH inh	LYPLA2 inh	PAFAH1B2 FP inh	GSTO1 counter	PAFAH1B3 inh
13	COc1ccccc1CNC(=O)CSc1cc(=O)n(C)c2ccccc12	-1	6	8	4	-7
14	CC1CCCC(C)N1C(=O)c1cc(-c2ccc3c(c2)OCO3)on1 (stereo not given)	6	-9	1	-1	-1
15	O=C(COC(=O)/C=C/c1cccc(C(F)(F)F)c1)NCc1ccc(F)cc1	4	2	-4	4	2
16	CCCn1c(N)c(N(CCOC)C(=O)c2ccc(N(C)S(=O)(=O)c3ccc(C)cc3)cc2)c(=O)[nH]c1=O	-4	4	11	-4	-4
17	CCN(CC(=O)Nc1cc(Cl)ccc1C)C(=O)CN1C(=O)NC(CC)(c2ccccc2)C1=O (stereo not given)	4	-3	-2	10	10
18	Cc1ccc(C)c(Nc2nc(-c3cccnc3)cs2)c1	6	9	7	5	0
19	COc1ccc2c(c1)S(=O)(=O)c1ccccc1N2	-8	-4	3	-5	12
20	Cn1c(/C=C/c2ccc(Cl)cc2Cl)c([N+](=O)[O-])c(=O)n(C)c1=O	0	3	0	2	-1
21	CCc1ccc(-n2nnnc2SCC(=O)NNC(=O)c2ccco2)cc1	0	10	-1	3	-2
22	O=C(COc1ccc(F)cc1)Nc1nc(-c2ccccn2)cs1	6	0	6	7	2
23	CCOc1ncnc2c1[nH]c1ccccc12	9	9	-5	3	6
24	CCOC(=O)c1[nH]c2c(c1C)C(=O)CC(c1ccc(OCC)c(OC)c1)C2 (stereo not given)	1	1	2	2	4

entry	LYPLA1 inh	PAD4 FP inh	PME-1 inh	PAFAH2 inh
13	1	0	-3	5
14	-7	-5	3	-4
15	-2	0	-5	-10
16	-2	-5	8	-2
17	0	1	-1	6
18	5	0	4	11
19	-1	-14	-1	6
20	8	-4	-7	4
21	1	-7	3	5
22	-2	-4	-5	4
23	3	0	0	-2
24	0	-5	-3	5

Other records.
entry	molecule	pPAFAH inh	LYPLA2 inh	PAFAH1B2 FP inh	GSTO1 counter	PAFAH1B3 inh
25	CC(C)(C)OC(=O)N1CCC(NC(=O)c2nc[nH]c2C(=O)NC2CCN(C(=O)OC(C)(C)C)CC2)CC1	2	-1	-6	x	-3
26	Cc1ccc2[nH]c(=O)c(CN(C)S(=O)(=O)c3cccc4nonc34)cc2c1	5	3	2	1	-2
27	Cc1cccc(OCC(=O)NCC(=O)N=Nc2c(O)[nH]c3ccc([N+](=O)[O-])cc23)c1	8	1	-2	26	9
28	CC(C(=O)O)N1C(=O)/C(=C/c2cccn2C)SC1=S (stereo not given)	4	-3	-3	5	-6
29	CC(=O)c1cccc(NC(=O)CN(C2CCCCC2)S(C)(=O)=O)c1	4	3	8	-5	3
30	CC12CCC(=O)N1C(C(=O)NNC(=O)c1ccccc1F)CS2 (stereo not given)	0	1	-1	x	6
31	O=C(COC(=O)/C=C/c1ccc(Cl)cc1)NCCC1=CCCCC1	5	-35	3	-2	12
32	O=C(NC(=S)Nc1ccccc1Br)c1ccco1	4	5	7	7	11
33	CCn1c2c(c(C)cc1=O)C(=O)CC(C)(C)C2	6	-2	6	1	0
34	Cc1ccc(C(=O)O/N=C2\CCS(=O)(=O)c3sccc32)cc1	6	9	0	0	-2
35	CC1OC(Nc2cccc3ccccc23)C(O)C(O)C1O (stereo not given)	0	1	4	49*	32*
36	CN(CC(=O)Nc1ccc(Cl)c(C(F)(F)F)c1)C(=O)CCC(=O)c1ccccc1	6	-7	7	x	5

entry	LYPLA1 inh	PAD4 FP inh	PME-1 inh	PAFAH2 inh
25	4	1	2	0
26	1	0	-5	-8
27	0	2	-2	2
28	-4	-4	0	-2
29	-4	-3	-2	0
30	-3	-5	-1	1
31	1	-4	-1	16
32	-3	2	-3	14
33	-3	0	7	-3
34	1	-3	3	88*
35	-1	-17	-1	14
36	-5	0	-6	-1

More results:
entry	molecule	pPAFAH inh	LYPLA2 inh	PAFAH1B2 FP inh	GSTO1 counter	PAFAH1B3 inh
37	O=C(Nc1cc(S(=O)(=O)N2CCOCC2)ccc1N1CCOCC1)c1cccs1	4	2	2	x	4
38	C=CC[N+](C)(C)C/C(Cl)=C(\Cl)c1ccccc1	6	9	1	-1	-4
39	COc1ccc(S(=O)(=O)NCc2ccc(C(=O)NCCCN3CCCC(C)C3)cc2)cc1 (stereo not given)	3	8	-1	6	16
40	Cc1ccccc1Nc1c([N+](=O)[O-])ccc2c1=NC1(CCCCC1)N=2	2	2	2	4	20
41	CC[C@@]1(C(=O)OC)N[C@H](CN(C)C(=O)Nc2ccc(OC)cc2)[C@@H]2C(=O)N(C)C(=O)[C@@H]21	4	x	-3	x	2
42	COc1cccc(/C=C2\SC(=O)N(CCC(=O)NCCCn3ccnc3)C2=O)c1	2	2	1	6	0
43	N=c1c2c3c(sc2ncn1Cc1ccco1)CCCCC3	5	5	3	-2	-1
44	COc1ccc(-c2nnn(CC(=O)NC(=O)NC3CCCCC3)n2)cc1OC	-4	-1	0	x	7
45	COc1cc(OC)cc(C(=O)NNC(=O)CCC(=O)c2cccs2)c1	7	6	-2	1	3
46	Cn1c(SCC(=O)Nc2cccc(S(=O)(=O)NC3=NCCCCC3)c2)nnc1-c1ccncc1	-8	-5	5	-7	-2
47	O=C(N[C@@H](Cc1ccccc1)C(=O)O)c1cccs1	4	-4	1	-4	11
48	S=C(NCC1CCCO1)N1CCN(c2ccc(Cl)c(Cl)c2)CC1 (stereo not given)	15	-1	3	5	7

entry	LYPLA1 inh	PAD4 FP inh	PME-1 inh	PAFAH2 inh
37	-1	-1	-2	2
38	3	2	0	4
39	-2	-4	-4	3
40	-3	-4	5	13
41	x	2	x	4
42	2	1	0	9
43	3	-2	4	12
44	-2	2	-1	4
45	3	3	3	-3
46	-2	-6	-9	8
47	1	-1	-2	2
48	-2	-2	-1	5

Continued:
entry	molecule	pPAFAH inh	LYPLA2 inh	PAFAH1B2 FP inh	GSTO1 counter	PAFAH1B3 inh
49	CC[C@]12c3[nH]c4cc(CCC(=O)N(C)C)ccc4c3CCN1C(=O)[C@@H](CC(=O)NCCCN(C)C)C[C@@H]2C(=O)N1CCN(C(=O)C2CC2)CC1	4	x	7	x	5
50	CN1C(=O)CS(=O)c2ccc(C(=O)NC3CC3)cc21 (stereo not given)	-4	-4	-1	3	7
51	COc1ccc2sc(-c3ccc(N(C)C)cc3)c(C#CC(C)(C)O)c2c1	15	1	-2	x	11
52	CCc1noc(C)c1C(=O)NCCc1ccccc1	2	-2	3	2	9
53	CCC(C)SCC(=O)Nc1ccc(S(=O)(=O)N2CCOCC2)cc1OC (stereo not given)	4	2	7	1	7
54	COc1cc(/C=N/Nc2nncc3ccccc23)cc(OC)c1OC	7	-2	-1	1	-2
55	O=S(=O)(O)c1nc2ccccc2n1Cc1cccc2ccccc12	6	4	x	1	x
56	O=C(c1cccnc1)N1CCN(C/C=C/c2ccccc2)CC1	-6	-1	1	3	3
57	COc1ccccc1N1CCN(C2CCN(C(=O)COc3ccccc3)CC2)CC1	3	9	1	7	3
58	Cc1ccc(NC(=O)CN(C)C(=O)Cn2cc(C(F)(F)F)cc(Cl)c2=O)cc1	-5	0	1	-1	2
59	COc1cccc(C(=O)Cn2c(NCCO)nc3ccccc32)c1	3	-2	-4	1	6
60	COC(=O)[C@]1(C)N[C@H](CN(C)C(=O)c2ccc(C)cc2)[C@@H]2C(=O)N(C)C(=O)[C@@H]21	-9	x	-1	x	7
61	CCN1C(=O)c2ccccc2S(=O)c2ccc(C(=O)NC3CC3)cc21 (stereo not given)	1	-4	7	1	-9
62	C#CCN(C)CCCOc1ccc(Cl)cc1Cl	1	4	-3	0	-1
63	O=C(NCc1ccco1)C(=O)NCC1OCCN1S(=O)(=O)c1ccc(Cl)cc1 (stereo not given)	4	7	6	-2	5

entry	LYPLA1 inh	PAD4 FP inh	PME-1 inh	PAFAH2 inh
49	x	-2	x	8
50	1	0	3	3
51	0	2	10	1
52	3	-3	-3	2
53	-4	1	2	4
54	4	-1	16	5
55	0	-3	3	x
56	-4	0	-6	-1
57	6	1	1	6
58	3	-2	-3	3
59	2	0	4	-3
60	x	-6	x	-3
61	-3	1	-6	7
62	0	-5	-4	2
63	3	-3	-7	0

From entry 49 as far as 52, as listed above:
entry	molecule	pPAFAH inh	LYPLA2 inh	PAFAH1B2 FP inh	GSTO1 counter	PAFAH1B3 inh
49	CC[C@]12c3[nH]c4cc(CCC(=O)N(C)C)ccc4c3CCN1C(=O)[C@@H](CC(=O)NCCCN(C)C)C[C@@H]2C(=O)N1CCN(C(=O)C2CC2)CC1	4	x	7	x	5
50	CN1C(=O)CS(=O)c2ccc(C(=O)NC3CC3)cc21 (stereo not given)	-4	-4	-1	3	7
51	COc1ccc2sc(-c3ccc(N(C)C)cc3)c(C#CC(C)(C)O)c2c1	15	1	-2	x	11
52	CCc1noc(C)c1C(=O)NCCc1ccccc1	2	-2	3	2	9

entry	LYPLA1 inh	PAD4 FP inh	PME-1 inh	PAFAH2 inh
49	x	-2	x	8
50	1	0	3	3
51	0	2	10	1
52	3	-3	-3	2

This is a subset, so the mix of outcomes need not match the whole.
